# Bioassay records: PubChem BioAssay, National Center for Advancing Translational Sciences (NCATS)
# GAA glycogen mod: qHTS Assay for Inhibitors and Activators of Human alpha-Glucosidase Cleavage of Glycogen; hit rate 0.38% among 300,000; AID 2100, 2009; recombinant GAA, glycogen substrate, Amplex Red glucose oxidase fluorescence; Potency, µM (doses to about 76.4 µM), for inactives: at the top dose activity change, negative = inhibition, actives largely listed as inhibitors; Lysosomal alpha-glucosidase (Homo sapiens), P10253;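 note: 0% = full enzyme reaction and -100% = no-enzyme basal signal; the screen sought inhibitors and activators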
#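 Recombinant enzyme (4 nM final) with compounds titrated up to 77 uM and bovine liver glycogen (30 ug) in citrate pH 5.0, 0.01% Tween-20, 37 C 40 min. Released glucose detected by Amplex Red/glucose oxidase (Ex 573/Em 610); AC50 from Hill fits.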
# GAA inh: qHTS Assay for Inhibitors of Human alpha-Glucosidase as a Potential Chaperone Treatment of Pompe Disease. purified human GAA, 4-MU-alpha-glucoside fluorescence. Potency, µM (highest dose often 76.9 µM), inactives show at the highest dose activity change, negative = inhibition, hits mostly inhibitors. hit rate 0.005% among 200,000. AID 1466, 2008;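 note: plate controls were uninhibited enzyme wells for no effect and no-enzyme background for full effect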
#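 Human enzyme at 4 nM with 400 uM 4-methylumbelliferyl-alpha-D-pyranoside, citrate/phosphate buffer pH 5.0, 0.005% Tween-20, 20 min at room temperature. Compounds up to 77 uM. 4-MU fluorescence (Ex 365/Em 440) read after NaOH/glycine stop; AC50 from Hill fit.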
# aGlu spleen mod: qHTS Assay for Inhibitors and Activators of Human alpha-Glucosidase From Spleen Homogenate | Lysosomal alpha-glucosidase (Homo sapiens), P10253 | human spleen homogenate, 4-MU-alpha-glucoside fluorescence | Potency, µM (doses to about 79.9 µM), for the others: at the top dose activity change, negative = inhibition, hits mostly inhibitors | hit rate 0.006% among 240,000 | AID 2112, 2009;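 note: 0% = enzyme with vehicle and -100% = no enzyme basal signal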
#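 Enzyme source: human spleen homogenate, 1 ug/well. Buffer 50 mM citric acid/K phosphate pH 5.0, 0.01% Tween-20. 4-MU-alpha-glucoside 1 mM; 37 C x 40 min; NaOH/glycine stop; fluorescence.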
# TexasRed fluor: Total Fluorescence Counterscreen for Inhibitors of the Interaction of Thyroid Hormone Receptor and Steroid Receptor Coregulator 2 | Potency, µM (series often up to 106 µM), for the others: top-dose fluorescence change, negative = quenching | TRb/SRC2 Texas Red total fluorescence interference | AID 1479, 2009 | hit rate 0.29% among 280,000; active = well fitted curve in either direction with a large enough effect; inconclusive = small, poorly fitted or top-dose-only effect
#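 Human TRb ligand-binding domain at 0.6 uM with 20 nM Texas Red SRC2 peptide in Tris buffer containing 1 uM T3 and 5% DMSO, incubated with compound 5 h at ambient temperature. Total fluorescence (555/632 nm) calculated as parallel + 2 × perpendicular.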
# L3MBTL1 inh: qHTS Assay for the Inhibitors of L3MBTL1; Lethal(3)malignant brain tumor-like protein 1 (Homo sapiens), Q9Y468; AlphaScreen L3MBTL1–H3K9me1 peptide binding; Potency, µM (series often up to 57.1 µM), for the others: at the highest dose activity, negative = inhibition, actives largely listed as inhibitors; hit rate 0.66% among 230,000; AID 485360, 2010; note: nearly all actives have a fitted effect of over 60% in size
#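 AlphaScreen proximity signal between nickel-chelate acceptor and streptavidin donor beads (final 10 ug/mL) reports binding of 50 nM L3MBTL1 to 75 nM biotin-H3 K9me1 peptide; complex incubated with compounds 30 min at room temperature; cefsulodin titration as control.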
# TRb SRC2 PPI: qHTS for Inhibitors of the Interaction of Thyroid Hormone Receptor and Steroid Receptor Coregulator 2 | TRbeta-SRC2 peptide binding, fluorescence polarization; receptor liganded with 1 µM T3 | Potency, µM (highest dose often 106 µM), for inactives: top-dose activity change, negative = inhibition, actives largely listed as inhibitors | hit rate 0.065% among 280,000 | AID 1469, 2008;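 note: plate controls were bound peptide for no effect and peptide without receptor for full effect; nearly all actives have a fitted effect of over 50% in size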
# Target sequence (P10828 whole entry, looked up): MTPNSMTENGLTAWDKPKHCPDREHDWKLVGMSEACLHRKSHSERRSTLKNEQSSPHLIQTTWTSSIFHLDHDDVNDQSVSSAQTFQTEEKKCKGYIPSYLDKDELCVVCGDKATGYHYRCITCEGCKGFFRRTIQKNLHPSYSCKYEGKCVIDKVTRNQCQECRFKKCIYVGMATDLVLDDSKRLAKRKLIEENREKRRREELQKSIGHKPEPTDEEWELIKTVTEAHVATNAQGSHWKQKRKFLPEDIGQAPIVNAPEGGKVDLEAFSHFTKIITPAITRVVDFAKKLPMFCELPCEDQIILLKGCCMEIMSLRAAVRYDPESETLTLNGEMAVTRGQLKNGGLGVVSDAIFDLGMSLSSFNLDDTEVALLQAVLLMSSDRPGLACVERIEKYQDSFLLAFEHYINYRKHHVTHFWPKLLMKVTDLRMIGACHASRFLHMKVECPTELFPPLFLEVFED
#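 TRb LBD 0.6 uM + Texas Red SRC2 peptide 20 nM, 1 uM T3, Tris buffer w/ 5% DMSO; compound pinned, 5 h RT; FP read ex 555/em 632; normalized to unbound and bound controls.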
# GoLoco inh red: qHTS Assay for Inhibitors of RGS12 GoLoco Motif Activity (Red Fluorophore). hit rate 0.44% among 230,000. Potency, µM (highest dose often 61.6 µM), for the others: top-dose activity, negative = inhibition, actives largely listed as inhibitors. Gai1:RGS12 GoLoco peptide FP, rhodamine, 10 min; active = well fitted inhibition curve with a large enough effect, not every such curve was filed as active; inactive = no such curve, though single readings can be large or run the other way; note: nearly all actives have a fitted effect of over 30% in size; many of its hits are not listed in these tables
# Target sequence (P63096 whole entry, looked up): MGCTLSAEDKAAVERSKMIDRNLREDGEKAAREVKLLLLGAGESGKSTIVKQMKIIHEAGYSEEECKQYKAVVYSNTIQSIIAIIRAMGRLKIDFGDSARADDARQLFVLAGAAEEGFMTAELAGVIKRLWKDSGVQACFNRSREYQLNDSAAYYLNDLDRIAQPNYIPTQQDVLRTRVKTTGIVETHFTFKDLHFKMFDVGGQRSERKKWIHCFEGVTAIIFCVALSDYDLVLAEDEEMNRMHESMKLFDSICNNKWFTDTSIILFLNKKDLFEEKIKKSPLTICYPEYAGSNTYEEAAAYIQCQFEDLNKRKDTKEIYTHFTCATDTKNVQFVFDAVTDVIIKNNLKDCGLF
# RECQ1 inh: qHTS Assay for Inhibitors of RecQ-Like Dna Helicase 1 (RECQ1); ATP-dependent DNA helicase Q1 (Homo sapiens), P46063; Potency, µM (titrated, usually from 57.3 µM), for inactives: at the highest dose activity, negative = inhibition, hits mostly inhibitors; AID 2549, 2010; hit rate 0.54% among 240,000; RECQ1 DNA unwinding, red fluorescence kinetic read;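 note: plate controls were vehicle for no effect and no enzyme for full effect; nearly all actives have a fitted effect of over 30% in size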
#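 RECQ1T1 50 nM; forked duplex (20 bp + 30-nt ss tails) 200 nM, ATP 2 mM final; pH 8.0, 2 mM MgCl2, 2.5 ug/ml poly(dI-dC); 15 min compound preincubation; discontinuous kinetic read over 2 h at RT.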
# * = called active by the depositor; i = inactive; ? = inconclusive; . = no result given; [ ] = another dose, or the depositor's remark. Unless noted, calls come from the whole dose curve; as a rule, active = well fitted curve in the direction sought with a large enough effect; inconclusive = small, poorly fitted or top-dose-only effect, or another doubt; inactive = no such curve, though single readings can be large; an effect the other way counts as inactive or inconclusive. Unless noted, % is set by controls: 0 for no effect and ±100 for the full control effect; potency is the fitted concentration of half-maximal effect.
entry	Molecule	GAA glycogen mod	TRb SRC2 PPI	aGlu spleen mod	L3MBTL1 inh	RECQ1 inh	GoLoco inh red	TexasRed fluor	GAA inh
1	Cc1cc(C(F)(F)F)nn1CC(=O)NNC(=S)Nc1cccc(Cl)c1	-9%	1%	-12%	.	3%	2%	-2%	-10%
2	CCC(c1c(C)n(C)n(-c2ccccc2)c1=O)c1c(C)n(C)n(-c2ccccc2)c1=O	-8%	7%	-2%	.	1%	5%	2%	-6%
3	O=C(c1cc2nc(-c3ccco3)cc(C(F)(F)F)n2n1)N1CCCCCC1	-4%	-7%	0%	15%	?	20%	-6%	-1%
4	CC(C)(C)CC(=O)NC(=S)N1CCCCCC1	5%	2%	-2%	12%	-4%	3%	0%	0%
5	CC(C)(O)C#Cc1ccc(C(=O)NCc2cccs2)s1	5%	-1%	6%	0%	-5%	1%	1%	4%
6	COc1ccc(NC(=O)CSc2nnc(C)n2Cc2ccccc2)cc1	1%	-1%	-4%	25%	-8%	-14%	-5%	9%
7	Nc1cc2c(cc1[N+](=O)[O-])OCCOCCOCCO2	5%	-3%	0%	-1%	i	12%	-5%	0%
8	O=C(O)c1ccc(N/N=C/C=C/c2ccccc2)cc1	?	0%	1%	.	-3%	5%	-2%	.
9	Cc1cc2oc(=O)cc(Cn3nnc(-c4ccc(Cl)cc4)n3)c2cc1C(C)C	0%	-1%	-3%	9%	-4%	11%	3%	-7%
10	Nc1ccccc1C(=O)NNc1c2ccccc2nc2ccccc12	40µM*	0%	1%	?	-15%	54%[activator]	-5%	.
11	Cn1c(C(=O)c2ccncc2)cc2ccccc21	1%	2%	9%	1%	-6%	6%	-2%	.
12	O=C(Nc1nccs1)c1cccc(N2C(=O)c3cccc4c([N+](=O)[O-])ccc(c34)C2=O)c1	-11%	2%	6%	.	-13%	3%	-6%	-2%
13	COc1ccc(C(=O)CN2C(=O)NC3(CCCCC3)C2=O)cc1OC	-1%	3%	0%	.	i	1%	3%	2%
14	O=C1Nc2ccccc2S/C1=C/Nc1cccc(Cl)c1	-9%	-8%	9%	-5%	-6%	0%	-1%	0%
15	O=C1C2=C(Nc3ccccc3SC2c2ccco2)c2ccccc21 (centres undefined)	-25%	3%	-4%	.	-20%	25%	-3%	-9%
16	CNC(=O)CSc1nnnn1CCCOC	6%	-4%	-7%	.	11%	7%	3%	-11%
17	COc1ccccc1CNC(=O)c1cccc(C)c1[N+](=O)[O-]	1%	1%	5%	-2%	-3%	0%	1%	2%
18	COc1ccc(Br)cc1CN(C)C(C)C(=O)Nc1cccc(C(C)=O)c1 (centres undefined)	5%	-3%	.	8%	-10%	22%	-3%	-9%
19	Cc1n[nH]c(C)c1N1C(=O)c2cccc3cc(Br)cc(c23)C1=O	7%	-9%	1%	.	i	5%	-5%	-3%
20	CCOC(=O)c1nc(C)sc1-c1ccnn1S(=O)(=O)c1cccc(Cl)c1	2%	4%	-3%	2%	-13%	2%	-1%	-12%
21	COc1ccc(CCCc2nnc(SCc3nc4ccccc4c(=O)[nH]3)n2C)c(C)c1	-10%	-9%	-3%	3%	-5%	1%	4%	.
22	CCn1c2ccc(F)cc2c2nnc(NN)nc21	?	0%	-5%	-9%	-3%	32%[activator]	7%	?
23	O=C(NC1CCCC1)C1CCCN1C(=O)Oc1ccccc1 (centres undefined)	0%	4%	1%	.	i	3%	2%	1%
24	COc1ccc(C(=O)CSc2nnc(-c3ccco3)n2CC2CCCO2)cc1 (centres undefined)	9%	-9%	11%	3%	i	11%	-1%	0%
25	CCCc1nc2c(c(=O)c3ccccc3n2C)c(=O)n1-c1cc(C)cc(C)c1	3%	-6%	-1%	2%	-4%	5%	-3%	.
26	NC1=NC2=C(CCCC2)C2(CCCCC2)S1	-3%	-17%	-7%	.	i	12%	2%	14%
27	O=c1cc(CS(=O)(=O)c2ccccc2)nc(-c2ccncc2)[nH]1	-28%	2%	5%	-12%	i	13%	0%	5%
28	Cc1ccc(CNC(=O)c2cc3c(=O)n(C)c4ccccc4c3n2C)o1	-16%	-9%	10%	.	-8%	-4%	-1%	?
29	CCN(CC)CCCNC(=O)CSc1nc(-c2cccs2)cc(C(F)(F)F)n1	-4%	-1%	11%	1%	-6%	-1%	-2%	.
30	O=C(Nc1ncc2c(n1)-c1ccccc1OC2)c1ccc(Cl)cc1Cl	2%	-6%	-7%	0%	?	4%	0%	11%
31	CCc1cc2c(cc(C(=O)O)n2C)s1	-9%	-2%	-4%	.	-5%	-18%	0%	4%
32	CC(C)n1c(SCC(=O)Nc2ccc3c(c2)OCO3)nc2c1c(=O)n(C)c(=O)n2C	-18%	-11%	1%	3%	-3%	5%	-3%	-11%
33	CCOC(=O)CSc1nnc(-c2ccc(OC)cc2OC)o1	2%	-3%	0%	.	i	10%	-1%	0%
34	Cc1nc(C#N)c(N/N=C/c2c(F)cccc2Cl)o1	?	10%	0%	-2%	-13%	8%	0%	-7%
35	COCCNC(=O)Cn1cc(/C=N/NC(=O)c2ccc(Oc3ccc(O)cc3)cc2)c2ccccc21	5%	-2%	-11%	-20%	-9%	3%	1%	-15%
36	CCCc1ncc(C(=O)c2ccc(OC)cc2)n1C	1%	-1%	3%	.	i	-3%	-3%	-5%
37	COc1ccc(C(=O)NCC(=O)n2nc(C)cc2C)cc1OC	0%	1%	-14%	.	-2%	-4%	-4%	-1%
38	CCCc1nc(SCC(=O)c2ccc(OC)cc2)c2c(=O)n(C)c(=O)n(C)c2n1	-2%	-1%	2%	1%	15%	-8%	3%	1%
39	O=C(NC(=S)NC1CCSC1=O)c1cccs1 (centres undefined)	0%	4%[53 µM]	2%	4%	-11%	10%	1%[53 µM]	-20%
40	COC(C(=O)Nc1ccc(S(=O)(=O)Nc2ccc(C)c(C)c2)cc1)c1ccccc1 (centres undefined)	-1%	5%	-9%	1%	?	1%	0%	-1%
41	CC1CCN(C(=O)CN(c2cccc(F)c2)S(C)(=O)=O)CC1	4%	8%	2%	3%	-11%	0%	3%	-1%
42	NC(=O)C1(N2CCCCC2)CCN(Cc2ccc(Br)cc2)CC1	3%	-4%	1%	-2%	-11%	3%	0%	.
43	NC(=O)C1CCN(C(=O)C23CC4CC(CC(C4)C2)C3)CC1	-8%	-7%	-1%	9%	5%	4%	1%	-3%
44	Cc1cc(C(=O)N/N=C/c2ccc(C)o2)c2ccccc2n1	-10%	1%	4%	-8%	3%	-25%	-3%	8%
45	O=C(CSCc1cc(=O)[nH][nH]1)Nc1ccc(F)cc1	?	1%	-5%	.	i	3%	-2%	7%
46	COC(=O)n1c(=O)oc2cc(S(=O)(=O)N3CCOCC3)ccc21	6%	-4%	-5%	14%[11.4 µM]	i	-5%	1%	-8%
47	O=[N+]([O-])c1ccc(S(=O)(=O)CC(CN2CCCCC2)N2CCCCC2)cc1 (centres undefined)	4%	-6%	-10%	-1%	i	-18%	4%	0%
48	COCCn1c(SCCCc2ccccc2)nc2c1c(=O)[nH]c(=O)n2C	14%	-17%	-6%	-6%	-4%	.	3%	12%
49	CCOC(=O)C(C)Oc1ccc2c(C)cc(=O)oc2c1C(C)=O (centres undefined)	-1%	-5%	4%	.	18%	-1%	3%	1%
50	O=C(COC(=O)/C=C/c1cccs1)Nc1cccc(S(=O)(=O)N2CCOCC2)c1	2%	1%	1%	-10%	-2%	6%	-4%	3%
51	CCc1nnc(NC(=O)c2ccc(S(=O)(=O)NC3CCCCC3)cc2)s1	6%	-3%	1%	11%	-8%	6%	0%	2%
52	COC(=O)CC1c2ccccc2C=C(C)N1C(=O)OC (centres undefined)	.	0%	-6%	.	-3%	4%	-2%	.
53	O=C(NNC(=O)c1cccc([N+](=O)[O-])c1)c1ccncc1	-4%	-3%[53 µM]	5%	4%	-8%	17%	-2%[53 µM]	-1%
54	C=C(C)C1CC=C(C)/C(=N/NC(=O)COc2ccc(Cl)cc2)C1 (centres undefined)	5%	2%	0%	?	2%	6%	0%	-7%
55	Cc1c(C)c(C)c2[nH]c(=S)[nH]c2c1C	4%	-6%	2%	.	i	6%	-3%	.
56	CC(C)(C)n1cnc2cc(NS(=O)(=O)c3ccccc3)ccc21	-7%	-1%	0%	-1%	i	-15%	-1%	-4%
57	CCn1c(=O)n(CC)c2cc(S(N)(=O)=O)c(C)cc21	3%	5%	6%	.	-3%	7%	0%	-23%
58	Cn1cc(CC(=O)N2CCN(c3ccc(Cl)cc3)CC2)c2ccccc21	-9%	0%	-1%	.	i	-1%	-1%	-10%

# Reformatted with two lines to a compound: part of the list above.
# Second line of a record – GAA glycogen mod | TRb SRC2 PPI | aGlu spleen mod | L3MBTL1 inh | RECQ1 inh | GoLoco inh red | TexasRed fluor | GAA inh
48. COCCn1c(SCCCc2ccccc2)nc2c1c(=O)[nH]c(=O)n2C
    14% | -17% | -6% | -6% | -4% | . | 3% | 12%
49. CCOC(=O)C(C)Oc1ccc2c(C)cc(=O)oc2c1C(C)=O (centres undefined)
    -1% | -5% | 4% | . | 18% | -1% | 3% | 1%
50. O=C(COC(=O)/C=C/c1cccs1)Nc1cccc(S(=O)(=O)N2CCOCC2)c1
    2% | 1% | 1% | -10% | -2% | 6% | -4% | 3%

# This is a subset. The share of hits here may be higher or lower than overall.
